Bioassay records (PubChem BioAssay)
RSV antiviral HEp-2: inhibition of RSV-induced cytopathic effect – HEp-2 cells, primary 10 µM value included (AID 2391); one-dose CPE inhibition, % at 10 µM; IC50 in µM for titrated hits; HEp-2 cells, RSV-induced CPE inhibition; higher % means a stronger effect; actives 0.13% (n = 310,000); in the data active means a potency from the dose series; inconclusive means CPE inhibition mostly from about 23% at the one dose, without a potency; inactive means the rest, 99 in 100 with CPE inhibition below about 21%; further: strong numbers were not always called active
WT yeast gro inh: growth inhibition of WT yeast, mitochondrial fusion screen | mitochondrial fusion phenotypic screen, WT strain | inhibition, % at 10 µM | actives 2.1% (n = 190,000) | AID 1362; in the data active means inhibition above about 58%; tested in S. cerevisiae
Large T inhibition: TAg ATPase/helicase activity blockers – biochemical (AID 1903). SV40 large T antigen ATPase/helicase inhibition assay; higher % means a stronger effect. inhibition, % at 20 µM; hits with a dose series show IC50 in µM. actives 0.39% (n = 310,000); in the data active means a potency from the dose series; inconclusive means inhibition mostly from about 32% at the one dose, without a potency; inactive means the rest, 99 in 100 with inhibition below about 32%; further: strong numbers were not always called active
Rac1 GTP hydrolysis: MgcRacGAP GTPase-activating activity inhibitors, confirmation, biochemical, ADP Hunter fluorescence | inhibition, % at 30 µM; hits with a dose series show IC50 in µM | MgcRacGAP-stimulated Rac1 GTP hydrolysis, ADP Hunter fluorescence; higher % means a stronger effect; GST-tagged Rac1 F28L mutant substrate | actives 0.6% (n = 340,000);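 active means first-screen hits whose inhibition reached a set limit at any dose in the follow-up dose series; inconclusive means inhibition above the set first-screen limit but never retested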;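 further: fluorescence reports GDP produced by GAP-driven GTP hydrolysis; strong numbers were not always called active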
T cell HTS: T cell immune modulators affecting CD8 T cell-vesicle binding | 2C CD8+ T cell-vesicle binding, flow cytometry; hits give low values | calls only at 7 µM | actives 0.068% (n = 330,000);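 active means response, share of CD8 T cells binding vesicles, and their 90th percentile fluorescence all below set limits, cut at about 80% in these data, passing the limit was not always enough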
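Read-out – percent CD8+ FL2 mean versus row control · System – murine 2C transgenic CD8+ T lymphocytes · Times – 1.5 h cell–vesicle binding at 37 °C, then 20 min icy labelling · Control set – naked vesicles low, QL9 vesicles with vehicle high · Detection – cytometric PE anti-B7-1 and Alexa647 anti-CD8 signals after 1% paraformaldehyde fixation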
Myeloid diff MLP: compounds promoting myeloid differentiation; actives 1% (n = 360,000); AID 624256; ER-HoxA9 myeloid progenitors, lysozyme-GFP differentiation, flow cytometry; calls only at 10 µM;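 active means normalized GFP-positive differentiation at or above the plate's own cutoff, the solvent-only control mean plus 3 SD; inconclusive means no clear call, values can overlap the other calls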;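 further: cells exposed to compound for four days before flow analysis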
West Nile virus CPE: inhibition of WNV-induced cytopathic effect – cell-based, CPE readout (AID 1621). West Nile virus-infected cells, CPE inhibition; higher % means a stronger effect. CPE inhibition, % at 10 µM; hits with a dose series show IC50 in µM. actives 0.02% (n = 290,000); in the data active means a potency from the dose series; inconclusive means CPE inhibition mostly from about 3.7% at the one dose, without a potency; inactive means the rest, 99 in 100 with CPE inhibition below about 2.2%; further: strong numbers were not always called active
Salmonella PhoP GFP: inhibitors of PhoP regulon expression, primary screen, Salmonella Typhimurium, GFP reporter (AID 1863). S. Typhimurium PhoP-regulated promoter GFP reporter, 4 h; higher % means a stronger effect. one-dose inhibition, % at 50 µM; IC50 in µM for titrated hits. actives 0.16% (n = 300,000);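 active means inhibition over 29.93%, a cutoff 3 SD above the screen mean, later confirmed by dose response; inconclusive means inhibition over 29.93% but no dose response follow-up; inactive means inhibition at most 29.93% or unconfirmed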;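 further: 0% = low Mg2+ inducing control and 100% = high Mg2+ repressing control; strong numbers were not always called active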
b-catenin transl: modulators of beta-catenin nuclear translocation. HeLa beta-catenin nuclear translocation, immunofluorescence imaging. nuclear translocation activity, % at 5 µM. actives 0.3% (n = 190,000);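 active means nuclear translocation activity above 50% at 5 µM, with a well cell count of 50 or more; inconclusive means wells under 50 cells across six images, flagged as toxic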;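 further: per-cell ratio of nuclear to cytoplasmic median beta-catenin stain intensity; plate controls were DMSO negative control for no effect and GSK-3 inhibitor IX positive control for full effect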
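Test system: human HeLa cell line; Doses: 5 µM primary, 0.02–20 µM confirmation; Incubation: 24 h compound exposure, 37°C; Detection: beta-catenin immunofluorescence imaging with DAPI; Read-out: beta-catenin nuclear/cytoplasmic ratio, % activation.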
WT yeast gro inh mutant strain: also measured in WT yeast gro inh; calls as there; inhibition, %; mitochondrial fusion phenotypic screen, mutant strain inhibition
b-catenin transl cell count 5 µM: also measured in b-catenin transl; calls as there; cell count; measured here: cell count, cytotoxicity flag
T cell HTS vesicle-bound %: further read-out of T cell HTS, marked with its call; double positive events, %; measured here: CD8+ vesicle-bound cell fraction;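 binding gate set so that unloaded-vesicle control wells show 10% double positive cells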
Myeloid diff MLP GFP+ MAC1+ %: further read-out of Myeloid diff MLP, marked with its call; GFP+ MAC1+ double positive, %; measured here: differentiation confirmed by MAC1 staining
The depositor's hits bear a star; i = inactive; ? = inconclusive; · = no result given; + = active, no number. Random draw from the library. About 3.6% of those tested had a hit in this group.

entry	smiles	RSV antiviral HEp-2	WT yeast gro inh	WT yeast gro inh mutant strain	Large T inhibition	Rac1 GTP hydrolysis	T cell HTS	T cell HTS vesicle-bound %	Myeloid diff MLP	Myeloid diff MLP GFP+ MAC1+ %	West Nile virus CPE	Salmonella PhoP GFP	b-catenin transl	b-catenin transl cell count 5 µM
1	COc1ccc(S(=O)(=O)NCC(c2cccnc2)N2CCN(C)CC2)cc1OC (stereo unspecified)	1.2%	·	·	4%	4%	i	60	i	1.0	-0.1%	1%	·	·
2	Cc1ccc(SCc2c(C(=O)N/N=C/c3ccccc3)nnn2-c2nonc2N)cc1	2.8%	·	·	13%	-6%	i	18	i	1.0	0.8%	-8%	2.2	1232
3	COc1ccc(NS(=O)(=O)c2cc(NC(=O)Cn3cnc4c3c(=O)n(C)c(=O)n4C)ccc2C)cc1	0.1%	0	-14	5%	10%	i	36	i	0.3	0.3%	2%	-2.2	1047
4	COc1ccc(NC(=O)CSc2nc(=O)n(CCN3CCOCC3)c3c2CCC3)cc1	0.5%	·	·	25%	10%	i	33	i	0.9	·	6%	·	·
5	Cc1ccc(S(=O)(=O)CCC(=O)NC2CCCC2)cc1	1.7%	·	·	6%	3%	i	4	i	1.6	0.2%	0%	·	·
6	CCN(CC)CCCNc1oc(-c2ccc(OC)c(OC)c2)nc1C#N	-2.9%	2	3	15%	15%	i	51	i	0.7	1.2%	-2%	2.8	1012
7	CCOC(=O)c1ccc(N2Cc3ccccc3C2=NC(=O)c2cccs2)cc1	·	4	4	-4%	1%	·	·	i	0.8	-0.2%	2%	0.0	1134
8	COC(=O)c1onc(-c2c(OC)cc(OC)cc2OC)c1C(=O)OC	2.7%	-5	-5	10%	3%	i	42	i	0.5	0.1%	-1%	·	·
9	COc1cccc(N2C(=O)CC(c3c[nH]c4ccccc34)C2=O)c1 (stereo unspecified)	3.0%	-6	-1	1%	-4%	i	36	i	3.0	0.2%	2%	-0.1	1053
10	CSc1ccccc1NC(=O)C1CC(c2c(F)cccc2Cl)=NO1 (stereo unspecified)	5.4%	·	·	4%	9%	i	51	i	0.5	-0.7%	-3%	·	·
11	O=S(=O)(/N=C(/Sc1ccccc1)c1ccccc1)c1ccccc1	1.6%	9	8	3%	5%	i	52	i	1.2	0.1%	-25%	·	·
12	CCN1C/C(=C/c2ccc(N3CCOCC3)cc2)C(=O)/C(=C/c2ccc(N3CCOCC3)cc2)C1	-2.3%	14	27	13%	8%	i	21	?	·	28%	-14%	16	683
13	COc1cc(C2NC(=S)NC(O)(C(F)(F)F)C2C(=O)c2cccs2)cc(OC)c1O (stereo unspecified)	0.8%	7	9	6%	3%	i	62	i	0.2	-0.7%	0%	·	·
14	Cc1ccc(S(=O)(=O)NC(C)(C)CSc2ccccn2)cc1	14%	3	-11	1%	7%	i	29	i	0.6	-1.2%	9%	-0.7	993
15	Cc1cccc(CSc2[nH]c(=O)ncc2C)c1	4.4%	·	·	8%	8%	i	24	i	1.3	0.2%	7%	·	·
16	O=C(NNc1cc(Cl)ccc1Cl)c1cccnc1Cl	-1.5%	22	21	4%	7%	i	43	i	0.2	-0.6%	4%	-0.7	1105
17	O=C(CN(C(=O)Cn1nnc(-c2ccccc2F)n1)c1cccc2c1CCCC2)NCc1ccccc1	1.0%	2	-5	18%	7%	i	43	+	4.5*	-0.8%	-2%	4.6	1078
18	COc1ccc(C2C(C#N)=C(N)OC3=C2C(=O)CCC3)cc1Cn1nc(C)c([N+](=O)[O-])c1C (stereo unspecified)	·	-2	-1	-1%	9%	i	24	i	1.2	0.1%	18%	0.5	1167
19	CCOC(=O)c1c(C)[nH]c(C(=O)COC(=O)CN2C(=O)C3CCCCC3C2=O)c1C (stereo unspecified)	6.2%	6	11	5%	4%	i	42	i	0.6	0.6%	-3%	9.3	846
20	C[C@]12CC[C@@H]3c4ccc(O)cc4[C@@H](O)C[C@H]3[C@@H]1CC[C@@H]2O	0.6%	2	13	24%	·	i	63	·	·	0.5%	-2%	·	·

From no. 14 as far as 15, as listed above:
entry	smiles	RSV antiviral HEp-2	WT yeast gro inh	WT yeast gro inh mutant strain	Large T inhibition	Rac1 GTP hydrolysis	T cell HTS	T cell HTS vesicle-bound %	Myeloid diff MLP	Myeloid diff MLP GFP+ MAC1+ %	West Nile virus CPE	Salmonella PhoP GFP	b-catenin transl	b-catenin transl cell count 5 µM
14	Cc1ccc(S(=O)(=O)NC(C)(C)CSc2ccccn2)cc1	14%	3	-11	1%	7%	i	29	i	0.6	-1.2%	9%	-0.7	993
15	Cc1cccc(CSc2[nH]c(=O)ncc2C)c1	4.4%	·	·	8%	8%	i	24	i	1.3	0.2%	7%	·	·

Other results follow:
entry	smiles	RSV antiviral HEp-2	WT yeast gro inh	WT yeast gro inh mutant strain	Large T inhibition	Rac1 GTP hydrolysis	T cell HTS	T cell HTS vesicle-bound %	Myeloid diff MLP	Myeloid diff MLP GFP+ MAC1+ %	West Nile virus CPE	Salmonella PhoP GFP	b-catenin transl	b-catenin transl cell count 5 µM
21	O=C(NCCn1cc(SCc2ccccc2)c2ccccc21)c1c(F)cccc1F	1.9%	9	-9	5%	17%	i	32	i	2.7	-0.3%	-7%	-1.9	565
22	CC1=C(C(=O)NC(C)C)C2(CCC(C)CC2)OC1=O (stereo unspecified)	2.4%	19	-1	6%	3%	i	18	i	1.4	-0.3%	1%	-1.5	1213
23	CCN(CC(=O)Nc1ccc(NC(C)=O)cc1)C(=O)c1cccc(S(=O)(=O)N2CCc3ccccc3C2)c1	-1.4%	·	·	11%	8%	i	52	i	0.7	·	5%	·	·
24	Cc1ccc(NC(=O)c2sc3ncn(CC(=O)N4CCN(c5ccccn5)CC4)c(=O)c3c2C)cc1Cl	-2.2%	·	·	·	4%	i	20	i	1.9	0.1%	-3%	·	·
25	O=C(NNC(=O)c1cccc(Br)c1)Nc1ccc(Cl)cc1	-0.2%	8	5	4%	5%	i	37	i	0.1	0.1%	-2%	-4.2	1152
26	CCn1c(SCC(=O)N2CCCCC2C)nnc1-c1ccco1 (stereo unspecified)	1.5%	·	·	9%	7%	i	17	i	0.4	0.0%	-1%	·	·
27	O=C(OCc1cccs1)c1ccccc1NS(=O)(=O)c1ccc2c(c1)OCCO2	15%	25	18	3%	2%	i	34	i	1.3	-0.2%	-4%	·	·
28	COc1ccc(CNC(=O)c2ccc(CS(=O)(=O)c3ccc(C)cc3)o2)cc1	4.3%	·	·	6%	-2%	i	34	i	4.1	-0.4%	1%	·	·
29	O=C(CCCn1c(=S)[nH]c2ccccc2c1=O)NC1CCCC1	1.2%	-7	-3	7%	0%	i	28	i	1.5	0.0%	-6%	-2.6	1441
30	COc1cccc(CNC(=O)C(CC(C)C)NC(=O)c2ccccc2C)c1 (stereo unspecified)	-0.2%	·	·	-5%	12%	i	32	·	·	-0.5%	7%	·	·
31	COC(=O)CCn1c(C)cc(C(=O)COc2ccccc2C(N)=O)c1C	41%	2	2	11%	6%	i	30	i	0.7	-0.2%	3%	-3.9	1019
32	CC(C)CN(C(=O)COC(=O)c1cnccn1)c1c(N)n(Cc2ccccc2)c(=O)[nH]c1=O	-2.6%	·	·	6%	4%	i	53	i	0.4	·	9%	·	·
33	CCS(=O)c1ccccc1C(=O)OCC(=O)Nc1cccc(S(=O)(=O)N2CCCCC2)c1 (stereo unspecified)	-0.2%	·	·	·	3%	i	42	i	0.2	·	·	·	·
34	Cn1nnnc1Sc1ncnc2scc(-c3ccccc3C(F)(F)F)c12	23%	·	·	·	19%	i	20	i	3.1	·	·	·	·
35	COC(=O)CN1C(=O)[C@H]2[C@@H](c3ccc(C)o3)N3C(=O)CN(CCO)C(=O)[C@@]3(Cc3ccccc3)[C@H]2C1=O	1.8%	·	·	17%	6%	i	24	i	1.5	0.1%	-2%	·	·
36	N#Cc1ccccc1OCc1nnc(-c2ccccc2Br)o1	1.8%	·	·	6%	6%	i	47	i	0.9	0.8%	-7%	·	·
37	CCO[C@H]1OC(C(=O)N2CCN(Cc3ccccc3)CC2)=C[C@@H](C2CCCCC2)[C@@H]1CCCO	-3.2%	24	6	-4%	5%	i	21	i	1.2	-0.5%	8%	3.7	1022
38	COc1ccc(NC(=S)Nc2ccc(N(C)C(C)=O)cc2)cc1	2.0%	-2	9	7%	1%	i	17	i	0.3	1.2%	6%	7.8	843
39	O=C1CC(=O)Nc2cc(S(=O)(=O)Nc3ccc(Cl)c(C(F)(F)F)c3)ccc2N1	1.6%	·	·	11%	8%	i	4	i	1.0	-0.2%	-5%	·	·
40	CC(=O)Nc1ccc(NC(=O)CN(c2cc(Cl)ccc2Cl)S(C)(=O)=O)cc1	5.0%	-1	3	-5%	5%	i	45	i	0.2	0.2%	-8%	-0.3	1056
41	COc1ccc(C(=O)Nc2ccnn2C2CCN(Cc3ccncc3)CC2)cc1	0.6%	·	·	11%	7%	i	40	i	2.2	-0.9%	3%	·	·
42	Cc1ccc2nc(C)cc(C(=O)N/N=C/c3ccncc3)c2c1	1.9%	·	·	11%	10%	i	10	i	0.8	-0.2%	-7%	·	·
43	COc1ccc(NC(=O)Cc2coc3cc(C)ccc23)cn1	1.2%	-2	10	11%	7%	i	33	i	0.5	0.3%	-14%	-2.1	1115
44	O=C(CN1C(=O)COc2ccccc21)NCCN1CCOCC1	0.3%	·	·	2%	4%	i	50	i	0.6	-0.5%	2%	·	·
45	Cc1ccccc1-c1nc2ccccc2c(=O)n1/N=C/c1ccc([N+](=O)[O-])cc1	2.2%	·	·	14%	1%	i	33	i	0.4	·	·	·	·
46	COCCOC(=O)c1c(NC(=O)CN2CCCc3ccccc32)sc(C(N)=O)c1C	4.7%	5	10	6%	3%	i	43	i	0.6	0.0%	-1%	-2.2	1168

An excerpt from above in order of their number in West Nile virus CPE, highest first.
no.	structure	West Nile virus CPE
43	COc1ccc(NC(=O)Cc2coc3cc(C)ccc23)cn1	0.3%
46	COCCOC(=O)c1c(NC(=O)CN2CCCc3ccccc32)sc(C(N)=O)c1C	0.0%
44	O=C(CN1C(=O)COc2ccccc21)NCCN1CCOCC1	-0.5%
41	COc1ccc(C(=O)Nc2ccnn2C2CCN(Cc3ccncc3)CC2)cc1	-0.9%
